# Screens: PubChem, several laboratories
# HIF-2a inh: inhibitors of HIF-2a. 360,000 compounds, 0.72% hits. inhibition, % at 18.8 µM. 786-0 RCC cells HIF-2a reporter, luciferase luminescence, overnight. AID 624352;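 active means inhibition of the luminescence signal of 40% or more relative to plate controls, in a single-dose primary screen at 18.75 µM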
# Vif imaging: inhibitors of HIV Vif; HEK293T cells, Vif self-association by quenched fluorescence, imaging, 24 h; AID 602346; inhibition, % at 7.49 µM; 340,000 compounds, 0.35% hits; in the data active means inhibition above about 50%, passing the limit was not always enough; inconclusive means no clear call, values can overlap the other calls; inactive means below about 31%; further: some results filed as inactive read as strong as hits
# NR2E3 ag-1: agonists of human nuclear receptor NR2E3 | Q9Y5X4 | GST-NR2E3/biotin-RetCOR TR-FRET, 1536-well | inhibition of corepressor binding, % at 4.78 µM | 320,000 compounds, 0.12% hits | AID 2300;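 active means percent inhibition above the cutoff of mean plus 3 SD of all tested compounds, set per screening campaign, cut at about 20% in these data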;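 further: 0% = DMSO wells and 100% = biotin wells as full block of FRET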
# Target sequence (Q9Y5X4 whole entry, looked up): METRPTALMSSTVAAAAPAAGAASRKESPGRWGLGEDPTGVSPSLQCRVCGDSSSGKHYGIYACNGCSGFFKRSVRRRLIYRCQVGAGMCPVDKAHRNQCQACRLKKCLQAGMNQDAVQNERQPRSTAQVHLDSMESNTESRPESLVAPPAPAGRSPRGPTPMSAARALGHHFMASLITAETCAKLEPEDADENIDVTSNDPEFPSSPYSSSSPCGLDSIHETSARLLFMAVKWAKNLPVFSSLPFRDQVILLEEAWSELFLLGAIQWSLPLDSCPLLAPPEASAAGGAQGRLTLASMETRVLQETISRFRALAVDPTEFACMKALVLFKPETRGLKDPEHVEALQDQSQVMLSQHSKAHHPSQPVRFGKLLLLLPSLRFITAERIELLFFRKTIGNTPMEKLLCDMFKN
#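 Format: 1536-well format; test system: GST-NR2E3 and biotin-RetCOR proteins; read-out basis: percent inhibition of TR-FRET ratio; timing: 5 h incubation at 4 °C; detection: time-resolved FRET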
# TRPM1 prom inh: inhibitors of MITF-driven TRPM1 promoter in melanoma cells; 330,000 compounds, 0.83% hits; inhibition, % at 12.5 µM; SK-MEL-5 TRPM1 promoter luciferase, 24 h; AID 488899;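 active means mean inhibition across replicates of 60% or more, whatever share of single replicates reaches that level; inconclusive means some that reach 60%, reason not given; inactive means mean inhibition across replicates below 60%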; further: values of inactives mirror those of a sister screen read the other way
# CaV13 FRET inh: Primary screen for inhibitors of IQ motif and Ca2+-dependent inactivation inhibitor domain binding in CACNA1D, Förster resonance energy transfer in living cells, …; HEK cells, CFP/YFP FRET ICDI-IQ, plate reader, 10 min; percent FRET-ratio fall versus neutral wells; inhibition, % at 12.3 µM; 340,000 compounds, 0.098% hits; AID 743397;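 active means mean replicate inhibition of at least 30% and at least 1% of replicates passing that level; inconclusive means only one of the two criteria is met; inactive means neither criterion is met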;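 further: 0% = median of the neutral control wells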
# KKLEB tox: counter-screen for CF NF-kB inhibitors: cytotoxicity | AID 602141 | KKLEB CF airway cells viability, ATPlite luminescence, overnight; active compounds read low; cells stimulated with P. aeruginosa culture filtrate | activity change (cytotoxicity), % at 5 µM | 360,000 compounds, 0.36% hits;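 active means corrected activity change at or below -50% at 5 µM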
# PDI turbidity: blocks human protein disulfide isomerase activity | P07237 | PDI insulin aggregation turbidity, A650, 90 min | inhibition, % at 10 µM | 350,000 compounds, 0.052% hits;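 active means mean inhibition across replicates of 30% or more, whatever share of single replicates reach that level; inconclusive means mean inhibition below 30% while every single replicate reaches 30%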;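 further: absorbance from insulin aggregation driven by PDI reduction with DTT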
# Target sequence (P07237 whole entry, looked up): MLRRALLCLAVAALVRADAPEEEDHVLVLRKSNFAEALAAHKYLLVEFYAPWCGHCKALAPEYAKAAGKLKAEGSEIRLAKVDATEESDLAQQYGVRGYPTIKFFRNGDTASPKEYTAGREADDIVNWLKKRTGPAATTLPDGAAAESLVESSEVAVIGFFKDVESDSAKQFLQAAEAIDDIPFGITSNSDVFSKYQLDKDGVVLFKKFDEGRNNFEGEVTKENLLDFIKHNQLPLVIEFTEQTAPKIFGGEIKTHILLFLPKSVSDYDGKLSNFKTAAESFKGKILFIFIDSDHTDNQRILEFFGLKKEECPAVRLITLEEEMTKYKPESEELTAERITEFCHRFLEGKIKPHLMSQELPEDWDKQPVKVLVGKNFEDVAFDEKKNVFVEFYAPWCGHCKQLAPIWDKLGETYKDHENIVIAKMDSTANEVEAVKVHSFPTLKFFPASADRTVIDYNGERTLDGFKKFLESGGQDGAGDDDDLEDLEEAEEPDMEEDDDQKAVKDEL
# NR2E3 ag-2: agonists of human NR2E3 nuclear receptor; Q9Y5X4; CHO-S Gal4-NCOR/VP16-NR2E3 two-hybrid, luciferase; inhibition of corepressor binding, % at 3.98 µM; 360,000 compounds, 0.35% hits; AID 602229;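 active means inhibition above the mean of all tested compounds plus 3 SD, cut at about 70% in these data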;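 further: 0% = DMSO with NR2E3 transfected cells and 100% = cells lacking NR2E3 construct; higher means lower luciferase signal from less NR2E3 corepressor binding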
# Shn3 3UTR inh: Schnurri-3 reporter inhibition in Clone20 osteoblasts; Clone20 osteoblast Shn3 3'UTR firefly luciferase, 24 h; inhibition, % at 12.5 µM; 360,000 compounds, 0.52% hits;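 active means mean inhibition of at least 75% with every replicate also reaching 75%; inconclusive means mean inhibition at least 75% but some replicate below; inactive means mean inhibition below 75%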;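 further: 0% = median of neutral control wells and 100% = pilot-screen positive control compound; some compounds past the cut are filed as inactive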
# CF NFkB inh: inhibitors of cystic fibrosis induced NF-kB | KKLEB NF-kB-GFP reporter, PAF-induced, GFP fluorescence overnight | inhibition, % at 5 µM | 360,000 compounds, 0.86% hits;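 active means at least 50% inhibition at 5 µM, scaled per plate between neutral and stimulator controls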;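 further: PAF is a Pseudomonas aeruginosa culture filtrate used as stimulus; plate controls were PAF-stimulated DMSO wells for no effect and unstimulated DMSO wells for full effect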
# Peg3 promoter: inhibitors of Peg3 promoter; AID 588405; inhibition, % at 20 µM; 360,000 compounds, 1.7% hits; HeLa PEG-Prom luciferase reporter, luminescence, overnight;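 active means inhibition of at least 50% at 20 µM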
# An asterisk follows results filed as active; i = inactive; ? = inconclusive; . = not tested or not shown.
SMILES,HIF-2a inh,Vif imaging,NR2E3 ag-1,TRPM1 prom inh,CaV13 FRET inh,KKLEB tox,PDI turbidity,NR2E3 ag-2,Shn3 3UTR inh,CF NFkB inh,Peg3 promoter
Cc1ccc(S(=O)(=O)Nc2cc(S(=O)(=O)N3CCCCC3)ccc2N2CCOCC2)cc1,6.2,-2.0,2.0,-11.4,-5.2,-13.6,-0.5,-11.8,-7.9,30.3,-2.9
CSCC(C)N1CCC(n2nccc2NC(=O)CCc2ccccc2)CC1 (stereo not drawn),19.9,2.5,.,16.5,-13.3,4.7,2.4,-15.8,14.6,-8.8,8.5
O/N=C1\CCCc2c1nc(-c1ccccc1F)n2O,-5.5,5.4,-1.6,.,-21.7,1.9,-1.1,19.5,1.3,2.0,6.3
COc1ccc(Cl)cc1S(=O)(=O)N(C)CC(=O)NCc1ccc2c(c1)OCO2,0.8,17.8,-1.8,-5.5,-2.4,5.2,1.1,-10.2,12.1,-5.1,-5.5
Cc1ccc(S(=O)(=O)N2CCOCC2)cc1NC(=O)c1cc2ccccc2oc1=O,0.5,18.0,.,-7.4,-11.2,-6.7,15.1,1.3,3.7,-8.2,7.3
Cc1ccc(N2CCN(C(=O)c3nn(C)c4c3CS(=O)(=O)c3ccccc3-4)CC2C)cc1 (stereo not drawn),8.1,-3.7,-1.0,10.8,-3.6,16.1,-11.5,-22.3,7.2,0.4,19.9
COc1ccccc1-n1c(SCC(=O)Nc2ccccc2F)nc2[nH]ncc2c1=O,-5.5,-2.7,-0.7,-11.8,-3.2,13.0,-1.0,-22.2,-0.2,-1.2,10.7
O=C(/C=C/c1ccco1)N1CCN(S(=O)(=O)c2cccs2)CC1,3.7,-2.5,-0.2,6.3,-3.0,-7.1,2.9,-7.4,1.2,5.0,2.1
COc1ccc(/C=N\NC(=O)c2ccc(-c3ccccc3)cc2)c(OC)c1OC,6.7,.,.,-0.2,-5.4,-8.1,-1.1,-21.9,-13.1,2.0,7.0
CCOC(=O)c1c(NC(=S)NC)sc2c1CCCC2,-43.3,-8.5,2.1,-9.5,-6.8,1.6,1.1,-22.6,-3.2,-14.3,8.0
CN1C(C)(C)CC(NC(=O)CCC(=O)NC2CC(C)(C)N(C)C(C)(C)C2)CC1(C)C,17.8,-5.0,-1.9,-3.7,.,-2.7,-0.5,0.4,9.2,-7.9,5.5
Cc1ccc(C(=O)N/C(=C/c2ccc(-c3cc(C(F)(F)F)ccc3Cl)o2)C(=O)NCc2cccnc2)cc1,0.9,-5.9,-3.6,-0.3,-7.6,0.1,0.4,8.8,8.7,-0.5,25.7
C/C(=N\NC(=O)CNC(=O)c1ccc(F)cc1)c1ccco1,2.5,72.5*,3.0,4.1,-2.4,-1.9,-1.8,-24.3,-2.7,1.8,-1.6
CSc1ccc(CCNC(=O)c2cccc3c2C(=O)N(C2CCCCC2)C3)cc1,-7.0,-4.2,0.4,1.5,.,10.7,4.9,-36.2,5.6,6.6,18.3
Cc1cc2nc(-c3ccc(SCC(=O)Nc4ccc(S(=O)(=O)N5CCCC5)cc4)nc3)[nH]c2cc1C,-193.5,-8.8,-27.1,-28.4,-3.7,-53.7*,-3.9,-101.0,-31.3,23.3,-78.0
COc1ccc(O)c(/C=N/Nc2nc(Nc3ccccc3)nc(-n3nc(C)cc3C)n2)c1,-156.3,9.3,2.2,-9.2,-3.6,6.2,0.5,96.4*,64.8,73.5*,22.4
O=C(CNC(=O)c1cccc(Cl)c1)Nc1ccc(F)c(F)c1F,-9.9,4.0,-4.3,-7.2,-3.1,0.4,-0.4,-34.9,-2.0,-5.0,-7.4
O=C(CNC(=O)c1cccs1)OCC(=O)c1ccc(Br)cc1,24.3,7.7,1.0,3.8,-4.6,1.3,-6.0,21.4,0.0,-19.8,-7.1
O=C(c1ccc2c(=O)n3c(nc2c1)CCCCC3)N1CCN(c2ccccc2F)CC1,4.0,.,2.3,.,-3.1,0.9,.,13.4,11.1,-12.2,13.9
ClCCn1cnc2c(SCc3ccccc3)ncnc21,-316.9,1.9,.,-128.4,-15.2,8.5,-16.2,-58.6,-0.4,-8.0,-273.3
N#C/C(=C/c1ccc(-c2ccc(C(=O)O)c(Cl)c2)o1)C(=O)NCC1CCCO1 (stereo not drawn),-1.3,-2.9,-1.8,-6.5,-2.4,-2.7,-2.4,-5.7,-21.3,26.8,9.4
CCCN(CC(=O)Nc1ccccc1C)C(=O)c1cccc(-n2cnnn2)c1,4.3,.,-2.7,3.5,-3.8,-4.3,2.4,-42.4,-6.2,-4.1,0.7
COCCNC(=O)c1cc(-c2ccccc2)n(Cc2cc(C)no2)n1,0.6,7.8,4.1,1.0,-3.7,4.5,2.9,11.9,-15.0,-27.0,6.4
CC1=NN(c2ccccc2)C(=O)/C1=C/c1ccc(Cl)cc1,17.9,5.0,.,5.2,-18.9,-1.6,6.0,3.5,-6.9,-0.3,14.6
Cc1cccn2c(=O)nc(SCC(=O)c3ccc(Cl)cc3)nc12,-34.6,3.5,4.1,-9.1,-2.0,-3.0,1.0,1.9,0.9,13.2,-62.0
CCN(CC)CCOC(=O)C(c1ccccc1)C1CCCCC1 (stereo not drawn),-5.9,1.1,.,-8.8,-5.0,2.1,0.4,-1.1,0.6,14.3,-26.2
CC(C)(C)c1ccc(/C=C(\C#N)C(=O)Nc2ccccn2)cc1,-20.0,-5.5,1.8,-7.1,-15.4,-1.6,-2.9,-4.4,4.0,2.3,-12.1
COC(=O)c1ccccc1NC(=O)CNC(=O)c1ccco1,6.3,6.0,2.2,-1.3,-3.6,2.4,0.4,-9.7,-6.1,-5.7,6.7
CC1CCc2nn(CC(=O)NCc3ccco3)cc2C1 (stereo not drawn),-35.7,4.4,0.1,-8.9,-4.4,4.4,.,-6.6,-25.1,2.8,-32.8
CCOc1ccccc1NC(=O)COC(=O)c1cc[n+]([O-])cc1,11.8,-1.5,-1.2,-3.6,-1.7,-0.6,-4.7,-15.0,0.2,-7.6,17.7
CCc1ccc(C(=O)Nc2cccc(-c3nn[nH]n3)c2)s1,2.1,0.4,-1.0,0.1,-3.0,-2.1,-2.3,-10.5,17.7,16.5,-1.4
COc1cccc(-c2ccc3c(c2)N(Cc2cccc(F)c2)C(=O)C(C)S3)c1 (stereo not drawn),-15.8,-11.4,.,.,-4.5,-31.6,9.6,-28.2,-4.2,42.6,-20.3
COc1ccc(/C=C2\SC(=S)N(CCC(=O)NC3CCCC3)C2=O)cc1OC,8.2,6.1,1.2,-18.5,-3.7,-10.1,-8.4,-4.7,4.1,27.5,23.0
C=CCn1c(CNC(=O)c2ccco2)nnc1SCC(=O)c1ccc(F)cc1,8.7,9.3,3.3,9.7,-4.3,-1.8,-4.6,-18.2,7.1,0.3,2.7
COc1ccc(C)cc1NC(=O)N1CCCc2ccccc21,-12.7,0.8,-0.1,2.7,-5.0,3.1,-12.3,13.2,7.2,-3.6,-2.1
CC(=O)Nc1ccc(S(=O)(=O)N(C)CC(=O)OCC(=O)c2ccc[nH]2)cc1,9.5,-1.0,.,-3.9,-5.5,-10.0,-44.3,-9.4,0.7,4.5,1.9
CC(CCc1ccccc1)NC(=O)c1ccc2nc(N3CCOCC3)sc2c1 (stereo not drawn),-6.0,-7.9,-0.6,-0.7,-11.5,-8.0,1.5,6.3,15.7,-4.9,19.1
COc1ccc(/C=C/c2nnc(NC(=O)CSc3ccc(C)cc3)s2)cc1,3.1,0.3,4.6,-14.1,-4.7,-1.9,-2.9,-40.6,-33.4,17.9,1.6
CN(C)C(=O)c1noc2cc([N+](=O)[O-])ccc12,15.8,-16.8,-1.8,-2.6,-4.7,1.6,-1.1,16.9,-21.7,5.7,11.8
COc1ccc(/C=N/S(=O)(=O)c2ccccc2)cc1OC,14.9,17.6,-0.2,6.9,-2.5,9.6,1.2,0.5,-6.7,1.6,-6.7
Cc1cccc(NC(=O)c2ccc(S(=O)(=O)N(C)C)cc2)c1,-87.1,5.7,1.4,.,-7.2,7.8,-12.7,-3.6,-2.1,-21.1,-47.5
CC1(C)CC(=O)N(c2cc(Cl)cc(Cl)c2)C(=O)C1,14.5,-4.1,2.4,4.7,-19.1,7.1,11.9,-1.7,6.3,-3.6,1.8
COc1cc(/C=C/C(=O)c2ccc([N+](=O)[O-])o2)ccc1O,96.9*,i,1.9,85.2*,-3.3,-21.0,-4.3,36.4,97.3*,83.4*,100.9*
C[C@@H]1CN([C@@H](C)CO)C(=O)c2cc(-c3cccnc3)cnc2O[C@H]1CN(C)C(=O)c1cccc(F)c1,1.2,-2.8,.,.,-2.6,13.9,-7.2,-14.0,-9.3,2.4,4.7
CCOC(=O)C1CCCN(C(=O)Cn2ncc3c([nH]c4ccccc43)c2=O)C1 (stereo not drawn),6.9,-5.2,-1.3,8.5,-6.8,2.6,-2.3,-5.1,-10.8,16.8,-4.7
CC1CCCCC1NC(=O)COC(=O)c1ccc2c(c1)OCCO2 (stereo not drawn),7.9,?,6.7,-4.5,-5.5,-7.6,9.8,-25.3,16.3,-0.1,-10.8
Cc1ccc([C@@H]2[C@@H]3C(=O)N(C)C(=O)[C@@H]3[C@]3(C)C(=O)N(CCO)CC(=O)N23)o1,8.7,-3.1,-0.6,2.7,-10.3,-1.8,2.9,1.2,0.7,4.0,0.8
O=C(CSc1nn(-c2ccccc2)c(=S)s1)Nc1ncccn1,2.4,0.8,4.9,-3.0,-6.9,9.7,-11.9,0.6,-15.6,-10.8,-3.2
O=C(O)CCCC(=O)OCc1c(-c2ccccc2)ncc2ccccc12,-3.2,.,1.6,-1.3,-10.5,6.0,-5.4,-40.6,7.5,9.6,-4.9
O=C(CCN1C(=O)C2C3C=CC(C3)C2C1=O)N1CCCCC1 (stereo not drawn),6.9,7.0,-1.9,2.0,-7.0,4.7,1.9,4.0,3.8,2.3,15.7
Cc1onc(-c2ccccc2Cl)c1C(=O)Nc1cccc(-c2cn3cccnc3n2)c1,23.5,-0.8,2.8,-3.8,.,5.7,1.5,-8.9,5.2,-8.8,37.8
Cc1cc(C)cc(N2CC(C(=O)Nc3cc(C)on3)CC2=O)c1 (stereo not drawn),19.2,14.0,1.0,-5.9,-3.1,-0.8,-4.3,-13.2,5.6,15.3,8.1
